ERAP1 HTS inh: blocks human ERAP1 aminopeptidase activity; hit rate 0.15% among 340,000; Q9NZ08; recombinant ERAP1, Leu-AMC fluorescence, 60 min; AID 652197; inhibition, % at 10.7 µM;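 active means mean replicate inhibition of at least 30%, or all replicates individually reaching that 30% level; inactive means mean below 30% and not every replicate reaching it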;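 further: 0% = neutral control wells and 100% = L-leucinethiol positive control wells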
Casp6 inh: inhibitors of human caspase-6 | AID 686996 | inhibition, % at 12.5 µM | purified caspase-6, Z-VEID-R110 cleavage fluorescence | P55212 | hit rate 0.53% among 350,000;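 active means mean inhibition across replicates at least about 35%, with every replicate also reaching that limit, limit read from the data; inconclusive means only one of the two criteria met; inactive means neither criterion met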;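 further: 0% = median of neutral control wells and 100% = no fluorescence left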
Target sequence (P55212 24-179 limits assumed): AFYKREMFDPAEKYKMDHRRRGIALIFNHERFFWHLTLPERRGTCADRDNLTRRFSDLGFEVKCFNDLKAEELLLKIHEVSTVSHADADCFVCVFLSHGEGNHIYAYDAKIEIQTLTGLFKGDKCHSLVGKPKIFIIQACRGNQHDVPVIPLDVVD
Target sequence (P55212 194-293 limits assumed): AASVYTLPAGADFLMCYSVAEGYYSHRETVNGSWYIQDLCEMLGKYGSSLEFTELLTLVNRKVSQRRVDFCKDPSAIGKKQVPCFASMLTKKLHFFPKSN
DENV2 CPE: inhibitors of DENV2 cytopathic effect; DENV2-infected cells, cytopathic effect rescue, plate reader; CPE inhibition, % at 9.99 µM; hit rate 1.7% among 350,000; in the data active means CPE inhibition above about 20%, passing the limit was not always enough; inconclusive means no clear call, values can overlap the other calls; tested in BHK-21 cells;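 further: 0% = median of neutral control wells and 100% = median of positive control wells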
miR122 inh: inhibitors of miR-122 in Huh7 cells; Huh7 miR-122 Renilla luciferase sensor, 48 h; neutral wells = 0, positive control = 100; activation (reporter increase), % at 12.5 µM; hit rate 0.3% among 340,000;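 active means mean replicate activation score at least 90 and every replicate individually at or above 90; inconclusive means only one of the two criteria met; inactive means neither criterion met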;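 further: higher luciferase means less miR-122 activity so hits act as miR-122 inhibitors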
F508del corr: CFTR F508del correction in bronchial cells; CFBE cells, YFP halide quenching; stimulated with forskolin plus potentiator P3; % fluorescence drop versus neutral controls; activity (quench increase), % at 7.58 µM; hit rate 0.36% among 350,000;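 active means mean added fluorescence quench of at least 8% versus neutral control, with both replicates also reaching 8%; inconclusive means only one of the mean or replicate conditions met; inactive means mean below 8% and not both replicates reaching 8%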;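 further: cells transiently co-express mutant CFTR-F508del with the halide-sensitive YFP; corrector assay measuring rescue of mutant channel to the surface after 24 h compound exposure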
ERp5 block: inhibitors of human ERp5; Q15084; ERp5 insulin aggregation, absorbance 650 nm, 90 min; inhibition, % at 9.99 µM; hit rate 0.05% among 350,000; AID 651711;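 active means mean replicate inhibition above about 25%, with every replicate also reaching it, limit read from the data, passing the limit was not always enough; inconclusive means only one of those two criteria met; inactive means neither criterion met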
Target sequence (Q15084 whole entry, looked up): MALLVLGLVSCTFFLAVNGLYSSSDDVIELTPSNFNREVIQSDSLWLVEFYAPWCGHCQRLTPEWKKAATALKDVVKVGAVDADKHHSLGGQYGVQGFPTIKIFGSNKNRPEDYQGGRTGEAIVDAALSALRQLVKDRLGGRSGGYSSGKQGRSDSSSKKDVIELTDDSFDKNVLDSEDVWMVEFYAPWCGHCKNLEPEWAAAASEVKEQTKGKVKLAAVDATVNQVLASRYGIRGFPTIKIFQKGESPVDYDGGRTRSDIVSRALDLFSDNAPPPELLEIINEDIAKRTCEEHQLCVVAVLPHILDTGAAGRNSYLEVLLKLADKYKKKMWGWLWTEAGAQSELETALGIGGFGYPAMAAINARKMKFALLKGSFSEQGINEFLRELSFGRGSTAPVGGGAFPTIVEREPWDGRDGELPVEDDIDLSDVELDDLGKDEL
SIRT5 block: blocks human SIRT5 desuccinylation of peptide. Q9NXA8. Purified SirT5, succinyl-peptide AMC, trypsin-coupled fluorescence. inhibition, % at 15 µM. hit rate 1.1% among 330,000. AID 652115; in the data active means inhibition above about 15%; inconclusive means no clear call, values can overlap the other calls
Target sequence (Q9NXA8 whole entry, looked up): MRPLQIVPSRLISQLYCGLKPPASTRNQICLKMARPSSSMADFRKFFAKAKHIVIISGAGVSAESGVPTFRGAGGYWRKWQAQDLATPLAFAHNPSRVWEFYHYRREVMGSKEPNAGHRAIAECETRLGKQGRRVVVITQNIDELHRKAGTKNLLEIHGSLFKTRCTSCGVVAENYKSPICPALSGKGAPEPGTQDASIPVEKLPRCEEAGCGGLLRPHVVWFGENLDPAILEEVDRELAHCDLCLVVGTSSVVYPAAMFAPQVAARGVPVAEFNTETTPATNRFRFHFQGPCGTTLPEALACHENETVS
* marks the source's active call; other numbers are inactive results; u = inconclusive; x = no result given; & = joins results of further samples; [ ] = remark or other dose.

SMILES	ERAP1 HTS inh	Casp6 inh	DENV2 CPE	miR122 inh	F508del corr	ERp5 block	SIRT5 block
O=C(C[n+]1cnn(CC(=O)c2ccc(Cl)cc2Cl)c1)c1ccc([N+](=O)[O-])cc1	1.8	0.6	u	x	x	-2.6	-3.4
CCC[C@@H](CN1CCC[C@H]1CN1C(N)=NC[C@@H]1Cc1ccccc1)N1C[C@@H](Cc2ccccc2)N(CCc2ccc(Cl)c(Cl)c2)C1=N	3.3	44.7*	-6.3	x	-0.8	3.8	x
CCCN(C)C[C@@H]1Oc2cc(C#Cc3ccccn3)ccc2S(=O)(=O)N([C@H](C)CO)C[C@@H]1C	0.3	-6.9	-2.9	-11.3[16.7 µM]	-2.4	-1.7	-1.1
COc1ccc(CNc2nc3nc(C)c(Cl)c(C)n3n2)cc1	x	1.1	-3.1	x	-0.8	-7.2	-1.5
CCc1ccc(N2C(=O)C3CCCN3C2=S)cc1 (stereo not given)	-1.5	-0.7	-6.4	0.5	1.4	0.8	-2.3
COc1ccc(N2CC(C(=O)N[C@@H](C)C(=O)N3CCCCC3)CC2=O)cc1 (stereo not given in full)	1.8	0.1	0.3	2.3	-1.5	5.5	-3.3
C[C@H](CO)N1C[C@H](C)[C@@H](CN(C)Cc2ccccc2C(=O)O)OCc2cn(nn2)CCCC1=O	-0.6	-2.5	4.7	2.7[16.7 µM]	-1.8	0.0	6.8
CCCCn1c(-c2cccnc2)nc2cc3[nH]c(=O)c(C(C)C)nc3cc21	-6.7	8.9	14.7	3.7	-1.7	-1.4	x
CC(C)C[C@H]1COc2cc(NCc3ccc(Cl)c(Cl)c3)ccc2S(=O)(=O)N1	-6.6	0.2	-1.5	x	-2.9	-1.4	-3.4
CC(=O)c1ccccc1NC(=O)COC(=O)c1ccccc1NC(=O)c1ccccc1	0.1	-1.3	-3.3	x	x	3.5	10.7
CC(=O)N[C@@H]1CC[C@@H](CC(=O)NCC2CCCCC2)O[C@H]1CO	-2.4	-0.9	0.4	x	0.1	-7.1	-3.0
Brc1ccc(C=Nc2ccc3c(c2)OCCOCCOCCO3)s1	-3.5	-4.4	-3.5	9.9	1.6	3.3	-3.0
O=C(Oc1c(-c2ccccc2)c(=O)n2c3c(cccc13)CC2)c1ccc(F)cc1	x	-1.5	3.9	x	1.3	-13.1	-3.3
CN(C)CCCNc1ccc(-c2cc(Nc3cccc(Cl)c3)ncn2)cn1	-1.8	-22.9	-0.2	-0.4	2.9	0.8	x
COc1ccc(C)cc1S(=O)(=O)Nc1cc2c3c(c1)C(C)C(=O)N3CCC2 (stereo not given)	3.1	-1.5	-5.7	6.1	-0.5	-2.8	5.1
COc1ccc(CN(C)CC2CCCN(CCc3ccccc3C)C2)cc1O (stereo not given)	-2.8	-24.5	3.9	1.4	0.7	1.5	-1.4
Cc1cccc(NS(=O)(=O)c2cc3c4c(c2)C(C)C(=O)N4CCC3)c1 (stereo not given)	4.6	4.0	-1.3	109.9*	-1.0	-2.9	7.5
C[C@@H]1CN([C@H](C)CO)C(=O)Cc2cc(N(C)C)ccc2O[C@H]1CN(C)C(=O)Nc1ccc(F)cc1	0.2	0.1	-11.8	7.4[16.7 µM]	1.6	3.2	-0.4
CC(C)C#Cc1cnc2c(c1)C(=O)N([C@H](C)CO)C[C@H](C)[C@H](CN(C)C(=O)Nc1ccccc1)O2	0.4	-0.6	-1.6	-6.8[16.7 µM]	-0.5	6.9	-4.5
COc1ccccc1Oc1nc([N+](=O)[O-])nn1CC(N)=O	-0.6	5.1	-2.2	-0.8	-0.8	1.7	-1.9
Cc1cccc(C(C)C)c1NC(=O)COC(=O)CN1C(=O)C2CC=CCC2C1=O (stereo not given)	1.8	0.2	-7.5	x	-3.6	-1.1	-0.1
CCCCn1c(-c2ccc(C(C)(C)C)cc2)nc2cc3[nH]c(=O)c(C(C)C)nc3cc21	-1.6	-3.6	11.4	x	-2.1	1.3	-4.0
O=C(O)c1cnn(-c2ccccc2)c1-n1cccc1	1.3	2.3	-4.6	x	-2.6	-3.7	-4.6
CCOC(=O)N1CCN(CC(=O)Nc2ccc(F)c(F)c2F)CC1	1.3	2.1	3.0	x	-1.8	2.1	1.5
CCc1nnc(NC(=O)C2CCCO2)s1 (stereo not given)	1.0	-0.2	3.5	-0.4	0.3	0.8	3.1
CCC(C)(C)NC(=O)C(c1cccnc1)N(C(=O)c1csnn1)c1ccccc1 (stereo not given)	1.3	-3.7	x	x	0.4	2.9	-4.6
CNC(=O)C(=O)Nc1ccc2c(c1)N(S(=O)(=O)c1cccs1)CCC2	4.5	1.1	5.3	x	-2.6	12.4	-5.2
CN(C)c1ccc(/C=N/N=C2/SC(CC(=O)O)C(=O)N2c2ccc(O)cc2)cc1 (stereo not given)	11.7	4.3	1.1	1.2	-0.7	3.9	1.0
O=C(CSc1nnc(-c2ccccc2F)n1C1CC1)NCc1ccco1	-7.1	2.6	u	x	-2.3	-0.7	-2.3
COc1cc(/C=N/NC(=O)c2nnn(-c3nonc3N)c2C(C)C)ccc1OCc1ccc(F)cc1	-0.2	-9.5	-3.2	-0.3	3.3	-2.9	0.9
CN1c2ccc(-c3ccccc3F)cc2[C@@H]2[C@@H](CCN2S(=O)(=O)c2ccccc2F)[C@H]1CO	1.6	-2.6	-4.9	-3.4[16.7 µM]	-0.2	-3.7	6.9
COc1ccc(S(=O)(=O)N2CCOCC2)cc1C(=O)NCC(c1ccccc1)c1ccccc1	2.8	49.9*	u	15.2	-0.4	-1.6	-2.7
CCOc1cc(N2CCOCC2)c(OCC)cc1NC(=O)c1cc(C)cc(C)c1	-2.3	x	-0.5	-3.9	0.7	7.1	-3.5
COc1ccccc1CNC(=O)C[C@H]1CC[C@@H]2[C@H](COc3ccc(NC(C)=O)cc3C(=O)N2C)O1	x	x	7.9	20.0[16.7 µM]	-0.2	x	x
C[C@H]1CN([C@@H](C)CO)C(=O)c2cc(NC(=O)NC3CCCCC3)ccc2O[C@@H]1CN(C)Cc1ccccc1	-2.4	0.7	-1.2	-0.8[16.7 µM]	0.8	4.5	7.2
Cn1c(N)c(C(=O)COC(=O)COc2ccc3ccccc3c2)c(=O)n(C)c1=O	1.4	-1.0	u	x	1.0	3.5	x
N/C(=N\N=C\c1cccc([N+](=O)[O-])c1)c1nonc1N	x	-2.7	-3.2	3.6	-0.7	1.4	-0.1
CC1(C(=O)NCc2ccccc2)CCC(=O)N1CC(F)(F)F (stereo not given)	4.0	-0.1	15.0	-0.4	2.8	-5.1	-2.5
Cc1ccc2c(c1)N(CC(=O)NCCCN1CCCC1)C(=O)CO2	1.3	-16.3	-0.3	-3.2	0.0	-1.5	-0.1
COc1ccccc1NC(=O)CSc1nnc(C)n1CC1CCCO1 (stereo not given)	-0.8	3.0	x	x	x	-3.2	-5.4

Profiles, quoted from the list. Values in the order: ERAP1 HTS inh, Casp6 inh, DENV2 CPE, miR122 inh, F508del corr, ERp5 block, SIRT5 block
CCOc1cc(N2CCOCC2)c(OCC)cc1NC(=O)c1cc(C)cc(C)c1 is listed as -2.3, x, -0.5, -3.9, 0.7, 7.1, -3.5
COc1ccccc1NC(=O)CSc1nnc(C)n1CC1CCCO1 (stereo not given) is listed as -0.8, 3.0, x, x, x, -3.2, -5.4

The list continues.
SMILES	ERAP1 HTS inh	Casp6 inh	DENV2 CPE	miR122 inh	F508del corr	ERp5 block	SIRT5 block
C[C@H]1CN([C@@H](C)CO)C(=O)c2cccc(NC(=O)c3ccc(-c4nccs4)cc3)c2O[C@H]1CN(C)Cc1ccc(C(=O)O)cc1	0.5	-3.4	4.2	-7.3[16.7 µM]	-2.7	-8.1	-4.9
O=C(O)C1(Nc2ccc(Br)cc2)CCCC1	-1.9	-0.2	-6.4	x	0.7	-2.5	x
CC(/C=C\C=C\c1ccccc1)=N\NC(=O)c1cncc(Br)c1	13.6	2.1	x	x	3.9	3.8	-0.5
CCn1c(=O)[nH]c2cc(Cl)c(Cl)cc21	-2.7	4.6	3.6	-5.9	2.1	3.0	-5.8
CCOc1ccccc1NC(=O)c1nc(S(=O)(=O)Cc2cccc(C)c2)ncc1Cl	0.7	3.2	-1.5	-15.7	4.1	8.5	-1.6
C[C@H]1CN([C@@H](C)CO)C(=O)c2cc(Br)cnc2O[C@H]1CN(C)C(=O)c1ccc2c(c1)OCO2	0.0&-1.1	0.8&3.1	11.5&9.7	-1.9	6.2&-1.9	2.9&1.3	-5.9&-3.5
CN(C)CC(=O)N[C@H]1CC[C@@H](CC(=O)O)O[C@@H]1CO	0.5	0.1	-4.2	x	-1.4	-0.1	-3.2
C/C=C/c1ccc([C@H]2[C@@H](CO)N(c3ncc(CC)s3)[C@H]2C#N)cc1	-0.2	-0.2	u	x	-0.9	-10.1	1.6
C[C@H](CO)N1C[C@H](C)[C@H](CN(C)Cc2ccncc2)Oc2ncc(C#Cc3ccccc3)cc2C1=O	2.3	0.7	-7.1	8.6[16.7 µM]	1.0	-1.9	-0.6
COc1cccc(NC(=O)N(C)C[C@H]2Oc3cc(C#Cc4ccccc4)ccc3S(=O)(=O)N([C@@H](C)CO)C[C@@H]2C)c1	x	x	12.2	21.4[16.7 µM]	6.2	x	x
O=C(NNC(=O)c1cnccn1)c1ccc(Cl)c(Cl)c1	-2.3	-2.1	6.6	x	1.3	4.8	-0.4
Cc1noc(C)c1NC(=O)N(C)C[C@H]1Oc2ccc(NS(=O)(=O)c3cn(C)cn3)cc2CC(=O)N([C@@H](C)CO)C[C@@H]1C	1.3	2.6	-0.5	3.1[16.7 µM]	-2.7	-0.5	3.3
CN(C)CC(=O)N[C@H]1CC[C@H](CCNS(=O)(=O)c2ccccc2)O[C@H]1CO	1.9	-40.3	8.1	x	0.4	8.8	-2.0
NC(=O)CN1C(=O)NC2(CCCc3sccc32)C1=O (stereo not given)	-0.5	-0.6	4.9	-3.4	0.6	5.8	x
Cc1cccc2nc(COc3ccc4ccccc4c3Br)cn12	x	-1.1	2.3	x	1.3	10.8	-0.5
C[C@@H]1CCC2[C@](C)(CO)[C@@H](O)CC[C@]2(C)[C@@]12CC[C@@](CO)(CC(=O)O)O2 (stereo not given in full)	0.3	0.1	8.3	x	-0.5	2.3	3.1
Cc1cc(NCC2CCCCC2)nc2ccccc12	-2.7	-0.5	9.5	2.6	-2.5	1.4	-3.5
O=C(Nc1ccc(F)cc1)N[C@H]1CC[C@@H](CCn2cc(-c3ccc(F)cc3)nn2)O[C@@H]1CO	6.2	1.4	-7.6	x	-0.2	2.2	-1.3
CCOc1ccc(NC(=O)CN(C)C(=O)c2cc(S(=O)(=O)N3CCCCC3)ccc2Cl)cc1OCC	-1.7	0.3	7.5	0.5	1.1	3.4	13.0
CN(C)c1ccc2c(c1)[C@H]1C[C@H](CC(=O)NCc3ccccc3)O[C@H](CO)[C@H]1O2	-0.5	-2.7	14.8	8.2[16.7 µM]	4.2	-0.3	12.6
Cc1[nH]c2ccccc2c1C(=O)CSC(=S)N1CCN(C)CC1	-2.0	4.9	55.3*	0.5	-1.6	8.4	0.9
Cc1ccc(-n2ncc(C(=O)N3CCN(C(=O)c4ccco4)CC3)c2-n2cccc2)cc1	-6.9	5.3	-1.7	-1.1	-3.4	-4.5	-3.6
COc1ccc(S(=O)(=O)N(C(=O)c2ccco2)c2cc3sc(=O)oc3c3ccccc23)cc1	-0.9	9.0	-0.6	x	x	1.1	-2.9
O=C(N/N=C/c1c[nH]c2ccccc12)c1cc(-c2ccccc2)n[nH]1	-0.5	-1.4	0.7	21.5	1.5	1.6	-0.3
O=C(Nc1ccc2c(c1)OCO2)N[C@H]1CC[C@H](CCNC(=O)C2CC2)O[C@H]1CO	2.0	-1.7	-1.1	-9.0[16.7 µM]	1.9	4.9	0.3
COc1ccc(CC(=O)N(Cc2ccccc2)c2ccc(C)cc2)cc1OC	3.0	-2.9	6.0	-0.4	2.3	5.0	-3.6

Grouped by structure: the entries above containing a thiophene ring, fused or not (3)
SMILES	ERAP1 HTS inh	Casp6 inh	DENV2 CPE	miR122 inh	F508del corr	ERp5 block	SIRT5 block
Brc1ccc(C=Nc2ccc3c(c2)OCCOCCOCCO3)s1	-3.5	-4.4	-3.5	9.9	1.6	3.3	-3.0
CNC(=O)C(=O)Nc1ccc2c(c1)N(S(=O)(=O)c1cccs1)CCC2	4.5	1.1	5.3	x	-2.6	12.4	-5.2
NC(=O)CN1C(=O)NC2(CCCc3sccc32)C1=O (stereo not given)	-0.5	-0.6	4.9	-3.4	0.6	5.8	x

Compound activity deposited in PubChem BioAssay by Broad Institute.
